Compound activity deposited in PubChem BioAssay by National Center for Advancing Translational Sciences (NCATS).
TDP1 cell noCPT: qHTS for Inhibitors of human tyrosyl-DNA phosphodiesterase 1 (TDP1): qHTS in cells in absence of CPT; AID 686978, 2013; DT40 Tdp1-/- hTDP1 cells, no CPT, ATP luminescence, 48 h; hit rate 15% among 420,000; Potency, µM (highest dose often 46.2 µM), for inactives: at the highest dose activity change, negative = growth inhibition, hits mostly inhibitors; active = well fitted inhibition curve with a large enough effect; inconclusive = small, poorly fitted or top-dose-only effect; note: nearly all actives have a fitted effect of over 55% in size
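No-CPT arm: Tdp1-/-;hTDP1 DT40 cells (400/well) plus compounds, incubated ≥48 hr at 37 °C. Readout CellTiter-Glo luminescence.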
The depositor's hits bear a star; u = inconclusive; & = joins results of further samples. % is set by controls: 0 for no effect and ±100 for the full control effect; potency is the fitted concentration of half-maximal effect. This is a subset. The share of hits here may be higher or lower than overall.

SMILES	TDP1 cell noCPT
Cn1nc(C2CC2)cc1NC(=O)C1(C)CCN1C(=O)CC(c1ccccc1)c1ccccc1 (configuration not stated)	13µM*
CC1(C)CC(=O)C=C(c2ccccc2-c2ccc3cc[nH]c3c2)C1=O	u
C[C@H](CO)N1C[C@H](C)[C@H](CN(C)C(=O)Nc2ccc(C(F)(F)F)cc2)OCc2cnnn2CCCC1=O	-16.0%
CCOC(=O)[C@]12CCC=C1N(Cc1ccc3c(c1)OCO3)C(=O)[C@H](CC(=O)N1CCC(c3ccccc3)CC1)C2	16.4µM*
COc1cc(C(=O)CCc2ccc3c(c2)OCO3)cc(OC)c1OC	u
Cc1ccc(C2C=C(c3ccc(F)cc3)Nc3nc(CCCO)nn32)cc1 (configuration not stated)	u
O=C1C[C@@H]2c3c(cccc3CN1Cc1ccc(Br)cc1)C[C@@H](O)[C@H]2O	-22.5%&-16.3%
CC(C)Nc1ncnc2c1ncn2[C@H]1CN(Cc2ccc(Cl)cc2)C[C@@H](CO)O1	u
COc1ccc(C(=O)N/C(=C\c2cn(S(=O)(=O)N(C)C)c3ccccc23)C(=O)N2CCN(C)CC2)cc1OC	u
C#CCOCCOCCOCCNc1nc(N2CCN(C(=O)Cn3cc(CCCCN)nn3)CC2)nc(N2CCN(C(=O)[C@H](Cc3ccc(O)cc3)n3cc(CCO)nn3)CC2)n1	2.7%
CCCCOC(=O)c1c(N)n(-c2ccc(OC)cc2OC)c2nc3ccccc3nc12	16.4µM*
O=C(COC(=O)c1c(Cl)cccc1Cl)NCC1CCCO1 (configuration not stated)	6.0%
C[C@@H]1CN([C@H](C)CO)C(=O)CCCn2cc(nn2)CO[C@H]1CN(C)C(=O)Cc1ccccc1	-14.3%
CC1=C(n2ccnc2)CCC1=O	-2.2%
O=C1c2cccc(-c3ccc(C(F)(F)F)cc3)c2C2CCCCN12 (configuration not stated)	u
C[C@@H]1CN([C@H](C)CO)C(=O)CCCn2nncc2CO[C@@H]1CN(C)C(=O)Nc1ccnc(N2CCOCC2)c1	-0.4%
CC1(C(=O)NS(=O)(=O)c2cccs2)CCN1C(=O)c1ccco1 (configuration not stated)	3.1%
Cn1c(=O)c2c(nc(CN3CCN(c4cccc(Cl)c4)CC3)n2CCc2ccccc2)n(C)c1=O	10.3µM*
CCN(CC)S(=O)(=O)c1cc(NC(=O)Cc2ccc(S(=O)(=O)N3CCOCC3)s2)ccc1Cl	13µM*
COCCN1C(=O)COc2ccccc2C1C(=O)NC1CCCCC1 (configuration not stated)	-25.2%
O=C1NCC(Nc2ccc(Br)cc2)C(=O)N1 (configuration not stated)	-9.3%
O=C(Nc1cccnc1)C1Cc2c(-c3cccc(F)c3)ccnc2O1 (configuration not stated)	u
CC(=NNc1ccc([N+](=O)[O-])cn1)c1ccc(N)cc1	u
Cc1cc(=O)[nH]c(SCc2ccc(Cl)cc2)n1	u
O=C(/C=C/c1ccccc1)CCN1CCCCC1	0.92µM*

As entered above.
`CC1(C(=O)NS(=O)(=O)c2cccs2)CCN1C(=O)c1ccco1` (configuration not stated) – TDP1 cell noCPT = 3.1%
`O=C1NCC(Nc2ccc(Br)cc2)C(=O)N1` (configuration not stated) – TDP1 cell noCPT = -9.3%

Continuation.
SMILES	TDP1 cell noCPT
Cc1cc2c(cc1C)N[C@]1(C[C@H]3CCCC(=O)N4CC[C@@H](C1)[C@@H]34)C(=NCc1ccccc1)N2	11.2µM*
Cc1ccc([C@@H]2C[C@H]3[C@@H](CN2S(=O)(=O)c2ccc(C)cc2)C(=O)C[C@@H](c2ccc(Cl)cc2)N3S(=O)(=O)c2ccc(C)cc2)cc1	u
COc1ccc(NC(=O)C2(C)Cc3c(-c4cccc(C(N)=O)c4)ccnc3O2)cc1 (configuration not stated)	3.66µM*
COc1ccc(-c2cnc3c(NC=O)cc(-c4ccc(F)cc4)cn23)cc1OC	0.013µM*
CN(CC(=O)Nc1ccccc1Cl)C(=O)c1cc2c(s1)CCCCC2	16.4µM*
C[C@]12CCC(=O)C=C1C=CC1C2CC[C@@]2(C)C1CC[C@@]21CCC(=O)O1 (some centres not stated)	u
COc1ccc(C2=NN(CCC(=O)NC3CCCCC3C)C(=O)CC2)cc1 (configuration not stated)	u
COc1ccc(-c2nc3c(Cl)cc(C(F)(F)F)cn3c2Cc2ccsc2)cc1OC	u
CC1(C)S[C@@H]2C(C(=O)OCc3ccccc3)NC(=O)N2C1C(=O)OCc1ccccc1 (some centres not stated)	-16.8%&-11.8%
COc1ccc(NC(=O)Cn2nnc(-c3ccccc3)c2COc2ccc3ccccc3c2)cn1	23.1µM*
COc1cc(OC)c(N(C)S(=O)(=O)c2cccc(C(=O)OCC(=O)N(C)Cc3ccccc3)c2)cc1Cl	23.1µM*
O=C(NCc1cc(C(F)(F)F)cc(C(F)(F)F)c1)C1CC(c2ccccc2F)=NO1 (configuration not stated)	u
O=C(NC1CC1)c1cccc(NC(=O)C2CCN(S(=O)(=O)c3ccccc3C(F)(F)F)CC2)c1	25.9µM*
Clc1nccc(NCc2ccccc2)n1	-24.4%
COc1cc(N)c2ncccc2c1OC	-5.7%
COc1ccc(-c2ccc(C(=O)NCc3ccccc3)c3occc23)c(C)c1	u
CO[C@H]1[C@H](NC(=O)c2ccsc2)c2ccccc2C12CCN(Cc1ccc3c(c1)OCO3)CC2	u
CC1(C)CC(=O)C=C(Nc2ccc(O)cc2)C1	0.4%
CCC1(CC)NC(=O)N(CC(=O)OC(C)C(=O)Nc2ccc(S(N)(=O)=O)cc2)C1=O (configuration not stated)	-9.8%
Clc1ccc(-c2cccc3nccn23)c(Cl)c1	-26.5%
N#CC(c1cccc([N+](=O)[O-])c1)C(CC(=O)c1ccccc1)c1ccccc1 (configuration not stated)	23.1µM*
Cc1cc(Nc2ccc(F)cc2)c2ccccc2n1	u
Cc1cc(C)n(-c2ccc(C(=O)N3CCN(S(=O)(=O)c4ccc(OC(F)(F)F)cc4)CC3)cc2)n1	u
CC(C)Cn1cc(C(=O)NCCCN2CCC(C)CC2)c2c3ccccc3n(C)c2c1=O	-5.0%
CC(C)(C)OC(=O)[C@H](Cc1ccccc1)NC(=O)c1ncn2c1c(=O)[nH]c1ccc(Br)cc12	3.26µM*

Retrieved one by one from above:
SMILES	TDP1 cell noCPT
COc1ccc(NC(=O)Cn2nnc(-c3ccccc3)c2COc2ccc3ccccc3c2)cn1	23.1µM*
CC1(C)CC(=O)C=C(Nc2ccc(O)cc2)C1	0.4%
COc1ccc(-c2nc3c(Cl)cc(C(F)(F)F)cn3c2Cc2ccsc2)cc1OC	u
Clc1nccc(NCc2ccccc2)n1	-24.4%
COc1cc(N)c2ncccc2c1OC	-5.7%
Cc1ccc([C@@H]2C[C@H]3[C@@H](CN2S(=O)(=O)c2ccc(C)cc2)C(=O)C[C@@H](c2ccc(Cl)cc2)N3S(=O)(=O)c2ccc(C)cc2)cc1	u

Remaining list, next part
SMILES	TDP1 cell noCPT
Cc1c(C(=O)O)sc(S(=O)(=O)N2CCN(C(=O)Cc3ccc(Cl)cc3)CC2)c1C(=O)O	-5.6%
CC(C)C(=O)Nc1cccc(S(=O)(=O)NC2=NCCC2)c1	-8.2%
CCN(CC(=O)Nc1ccccc1C(F)(F)F)CC(=O)c1[nH]c(C)c(C(C)=O)c1C	16.4µM*
CC1(C(=O)NS(=O)(=O)c2ccccc2Cl)CCN1C(=O)C1CCCCC1 (configuration not stated)	-11.3%
CCCCN(C)C(=O)c1sc(=O)n(Cc2ccccc2F)c1C	u
COc1ccc(C(=O)N/C(=C\c2ccccc2)C(=O)Nc2ccccc2C(=O)O)cc1	10.0%
CCOC(=O)C1(C)CCCCCN1C(=O)c1ccc(C(=O)OC)cc1 (configuration not stated)	u
Cc1ccccc1-c1csc(C(O)c2ccc(F)cc2)n1 (configuration not stated)	u
O=C(C[n+]1cccc(Br)c1)c1cccc([N+](=O)[O-])c1	-19.6%
C[C@]12CCC[C@H](O1)c1c(cc3c(c1O)C(=O)c1c(O)cc(O)cc1C3=O)O2	u
Cc1c(C(=O)NCC2COCCO2)cnn1-c1nccc(-c2cccs2)n1 (configuration not stated)	-25.8%
CC1(Cc2cccc(C#N)c2)C(=O)Nc2ccc(-c3cccc(C(F)(F)F)c3)cc21 (configuration not stated)	20.6µM*
COc1ccc(CCN2C(=O)COc3ccccc3C2C(=O)NC(C)(C)C)cc1OC (configuration not stated)	-13.7%
CC1=C(C(=O)N(C)C)CC(CC(=O)NCCCCc2ccccc2)C(=O)N1CCCN1CCCC1=O (configuration not stated)	9.4%
O=C(Nc1ccc2oc(-c3ccc(O)c(Br)c3)nc2c1)c1cc2ccccc2o1	-8.4%
CC1(C(=O)O)CCCN1C(=O)c1ccco1 (configuration not stated)	7.0%
CCCCC[C@H](C)N1C[C@H](COCc2ccccc2)Oc2cc(N3CCC[C@@H]3CO)ccc2S1(=O)=O	u
COC(=O)Cn1c(CN2CCN(c3ccccc3F)CC2)nc2c1c(=O)n(C)c(=O)n2C	8.2µM*
CCCNC(=O)C1(C)CCCN(Cc2ccc(-c3ccccn3)cc2)C1 (configuration not stated)	13µM*
O=C1NC(=S)SC1=Cc1cccs1	u
O=C(Nc1ccccc1Sc1ccccc1)c1ccccc1F	-9.8%
COc1ccc(-c2cnc3c(NC=O)cc(-c4cc(OC)c(OC)c(OC)c4)cn23)cc1OC	5.17µM*
CCc1cnc2ccccc2c1/C=C/c1ccc(N(C)C)cc1	u
CSCCC(NC(=O)OCc1ccccc1)NC(=O)OCc1ccccc1	-6.6%
CC1(C(=O)NS(=O)(=O)c2ccccc2Cl)CCN1C(=O)C1(c2ccc(Cl)cc2)CC1 (configuration not stated)	-21.6%

Structures from the list above that contain an aryl thioether with sulfur outside any ring:
SMILES	TDP1 cell noCPT
Cc1cc(=O)[nH]c(SCc2ccc(Cl)cc2)n1	u
O=C(Nc1ccccc1Sc1ccccc1)c1ccccc1F	-9.8%

Further structures follow:
SMILES	TDP1 cell noCPT
Cc1ccc(S(=O)(=O)N2CCOCC2)cc1NC(=O)CN(C)CC(=O)Nc1cccc(F)c1	20.6µM*
COc1cc2sc3ccc(-c4ccc5[nH]ccc5c4)cc3c(=O)c2cc1OC	5.8µM*
CN(C)CCNc1ccc2ncn3c4ccc(O)cc4c(=O)c1c23	0.0231µM*
CC(C)C[C@H]1CNC(=O)C(=O)N1C[C@@H]1CCCN1C[C@H](Cc1ccc(O)cc1)N1C[C@H](Cc2ccccc2)N(CC2CCCCCC2)C(=O)C1=O	u
CCOC(=O)N1CCN(C(=O)C2CCC(=O)N(Cc3ccccc3OC)C2)CC1 (configuration not stated)	3.1%
CN1CCN(C2CN(Cc3ccccc3)S(=O)(=O)C2)CC1 (configuration not stated)	-1.1%
COc1ccc(CNC(=O)c2ccc(N3CCC4(CC3)CC(c3ccc(Cl)cc3)=NO4)c([N+](=O)[O-])c2)cc1	0.92µM*
C=CCCC(=O)N1C[C@H]2CCN(C)[C@H]2C[C@H]1c1ccccc1	-16.7%
CC(C)(C)c1ccc(C(=O)N2CCC2(C)C(=O)Nc2cccc(C#N)c2)cc1 (configuration not stated)	16.4µM*
Cc1n[nH]c(C)c1NC(=O)CN1CCN(S(=O)(=O)c2ccc(C(F)(F)F)cc2)CC1	9.9%
Oc1[nH]c2ccccc2c1N=Nc1c(F)c(F)c(F)c(F)c1F	13µM*
N#CCCN1CCN(CCC#N)c2ccccc21	-0.5%
CCN1CCN(C(CCc2ccccc2)C(=O)NC2CCCCC2)CC1 (configuration not stated)	-14.0%
Cc1ccc(S(=O)(=O)NC(=O)C2(C)CCN2C(=O)Cc2cccs2)cc1 (configuration not stated)	4.2%
COc1ccc(OC)c(S(=O)(=O)Nc2ccc3c(c2)OCCO3)c1	u
C[C@@H]1CN([C@H](C)CO)C(=O)CCCn2nncc2CO[C@H]1CN(C)Cc1ccc2c(c1)OCO2	-6.3%
C[C@@H]1CN([C@H](C)CO)C(=O)CCCn2nncc2CO[C@H]1CN(C)C(=O)c1ccncc1	-1.4%
COc1ccc2ccc(OC)c(/C=N/NC(=O)c3cc4ccccc4o3)c2c1	18.4µM*
CCN(CC)C(=O)C1=C(C)N(CCCOC)C(=O)C(CC(=O)NCCCCc2ccccc2)C1 (configuration not stated)	-21.2%
COc1ccc(CCN2CC(=O)NC(=O)C2)cc1OC	16.0%
O=C(NC1CCCc2ccccc21)c1cnn2c1NC(=C1CC1)C=C2C(F)F (configuration not stated)	20µM*
COc1ccc(-c2ccc(C(=O)NC(C)C)c3occc23)c(C)c1	16.4µM*
COc1ncnc2c1ncn2CCCNCC(C)c1ccccc1 (configuration not stated)	-7.6%
c1ccc(COc2ncnc3c2ncn3CCCNCC(c2ccccc2)c2ccccc2)cc1	16.4µM*
Cc1cccc(NC(=O)CN2CCN(C(=O)CN3C(=O)NC4(CCCCC4C)C3=O)CC2)c1C (configuration not stated)	-27.4%

Shown as labelled records: entries from further up
Structure: CCOC(=O)N1CCN(C(=O)C2CCC(=O)N(Cc3ccccc3OC)C2)CC1 (configuration not stated)
  TDP1 cell noCPT = 3.1%
Structure: CN1CCN(C2CN(Cc3ccccc3)S(=O)(=O)C2)CC1 (configuration not stated)
  TDP1 cell noCPT = -1.1%

Continued:
SMILES	TDP1 cell noCPT
CCc1nc2ccc(C(=O)N3CCN(S(=O)(=O)CC)CC3)cn2c1N(CC)C(=O)NCCc1ccccc1	-11.2%
CC12CCCC(=O)C1CCC(=Cc1ccco1)C2=O (configuration not stated)	u
COc1cc(-c2cc(O)c(-c3ccc4ccccc4n3)c(=O)[nH]2)cc(OC)c1OC	14.6µM*
COc1ccc(C(=O)NCCN2CCC(n3c(=O)[nH]c4ccccc43)CC2)cc1F	-28.4%
C=C1C=C(C(F)F)n2ncc(C(=O)N3CCCCC3)c2N1	2.3%
COc1ccc(C(C)(NC(C)=O)c2nc(/C=C/c3ccccc3)cs2)cc1 (configuration not stated)	u
CC(C)=CCc1c(-c2ccc(O)cc2O)oc2cc3c(c(O)c2c1=O)C=CC(C)(C)O3	23.1µM*
O=C(Nc1cc(C(F)(F)F)ccc1N1CCCCC1)C1=COCCO1	u
